Screens as filed in PubChem.
G9a inh – blocks human histone lysine methyltransferase G9a. Q96KQ7. G9a H3K9 monomethylation, AlphaScreen, 2 h. Potency, µM (series often up to 102 µM), without a hit: top-dose activity, negative = inhibition, usual class: inhibitors. hit rate 8.8% among 350,000; also: % is scaled to controls: 0 for no effect and ±100 for the full control effect; nearly all actives have a fitted effect of over 75% in size
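Using a bead-based AlphaScreen, monomethylated H3K9 product from 2 h room-temperature reactions (G9a 20 nM, peptide 500 nM, SAM 20 uM) was detected with 0.5 ug/mL rabbit anti-H3K9me1 antibody.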
BLM helicase inh – inhibitors of human Bloom syndrome helicase BLM; hit rate 0.2% among 350,000; Potency, µM (titrated, usually from 56.1 µM), for inactives: at the top dose activity change, negative = inhibition, usual class: inhibitors; P54132; recombinant BLM DNA unwinding, fluorescence dequenching;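 also: plate controls were vehicle for no effect and no enzyme for full effect; nearly all actives have a fitted effect of over 35% in size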
BAZ2B block – inhibitors of human BAZ2B bromodomain | hit rate 4.4% among 360,000 | Q9UIF8 | Potency, µM (titrated, usually from 114 µM), for the others: at the top dose activity change, negative = inhibition, usual class: inhibitors | AlphaScreen BAZ2B-H3K14Ac peptide displacement; also: % is scaled to controls: 0 for no effect and ±100 for the full control effect; nearly all actives have a fitted effect of over 60% in size
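BAZ2B 50 nM plus b-H3(5-23)K14Ac 50 nM, PBS pH 7.4/0.01% Tween-20, 30 min RT; compound added (max 110 uM), 30 min RT; streptavidin donor/Ni-chelate acceptor beads 10 ug/mL final, 20 min dark; AlphaScreen read.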
POLI inh – inhibitors of human DNA polymerase iota; Q9UNA4; Pol iota fluorescent replication assay, 10 min; Potency, µM (titrated, usually from 115 µM), inactives show at the highest dose activity, negative = inhibition, hits mostly inhibitors; hit rate 1% among 390,000
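Pol iota at 10 nM preincubated 15 min with compounds at room temperature; reaction started with fluorescent substrate, 50 nM final. Fluorescence read kinetically at 0 and 10 min; buffer-only wells as negative control.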
HP1b chromo inh – blocks HP1-beta chromodomain binding to methylated histone tails; AlphaScreen HP1-beta / biotin-H3K9me3 peptide binding; P83916; Potency, µM (top dose mostly 114 µM), without a hit: top-dose activity change, negative = inhibition, usual class: inhibitors; hit rate 0.56% among 390,000; also: nearly all actives have a fitted effect of over 70% in size; inactives centre near 23
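Compound inhibition of the preformed complex between 50 nM HP1-beta and 50 nM biotinylated H3K9me3 peptide was read by AlphaScreen. Buffer was PBS pH 7.4 with 0.01% Tween-20. Incubations ran 30 min at room temperature, with 10 ug/mL donor/acceptor beads.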
Pin1 inh – inhibitors of human Pin1 | Pin1 FP peptide displacement, HiFluor488, 10 min | Potency, µM (top dose mostly 115 µM), without a hit: at the top dose activity, negative = inhibition, actives largely listed as inhibitors | hit rate 0.009% among 390,000; active = well fitted inhibition curve with a large enough effect in the polarisation, with a control signal flat, not every such curve was filed as active; inconclusive = small, poorly fitted or top-dose-only effect, or effect the other way, or a change in a side signal; inactive = no such curve, though single readings can be large or run the other way; the % refers to the polarisation; also: % is scaled to controls: 0 for no effect and ±100 for the full control effect
Tb PGK inh – blocks T. brucei phosphoglycerate kinase. P07378. PGK/GAPDH coupled, Kinase-Glo luminescence, 60 min. Potency, µM (titrated, usually from 57.5 µM), for inactives: top-dose activity change, negative = inhibition, usual class: inhibitors. hit rate 0.043% among 380,000. AID 602233; also: % is scaled to controls: 0 for no effect and ±100 for the full control effect; nearly all actives have a fitted effect of over 60% in size
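Recombinant glycosomal PGK reaction used 1,3-bisphosphoglycerate generated in-well by GAPDH (100nM final) in 100mM TEA pH 7.6, 5mM MgCl2, 0.01% Tween-20. After 60 minutes at room temperature, ATP was read by Kinase-Glo Plus luminescence end-point.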
GLS inh – inhibitors of human glutaminase (GLS); O94925; GLS enzymatic activity, qHTS titration; Potency, µM (top dose mostly 45.5 µM), inactives show top-dose activity change, negative = inhibition, most hits filed as inhibitors; hit rate 0.21% among 410,000; AID 624170; also: % is scaled to controls: 0 for no effect and ±100 for the full control effect
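hKGA in 45 mM KH2PO4 (pH 8.2), 0.02% Tween-20 with compound, then 1mM L-Glutamine (stock as added) plus glutamate oxidase/HRP/Amplex red coupling mix. Fluorescence read initially and after 30 min at RT; signal change reflects glutamate formation.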
JMJD2A Tudor inh – JMJD2A Tudor domain (human) inhibition; AID 504339; hit rate 4.4% among 390,000; O75164; Potency, µM (series often up to 114 µM), for inactives: at the highest dose activity change, negative = inhibition, hits mostly inhibitors; AlphaScreen JMJD2A-Tudor / H3K4me3 peptide binding; also: % is scaled to controls: 0 for no effect and ±100 for the full control effect; nearly all actives have a fitted effect of over 50% in size
Target sequence (O75164 whole entry, looked up, the tested form may be a part): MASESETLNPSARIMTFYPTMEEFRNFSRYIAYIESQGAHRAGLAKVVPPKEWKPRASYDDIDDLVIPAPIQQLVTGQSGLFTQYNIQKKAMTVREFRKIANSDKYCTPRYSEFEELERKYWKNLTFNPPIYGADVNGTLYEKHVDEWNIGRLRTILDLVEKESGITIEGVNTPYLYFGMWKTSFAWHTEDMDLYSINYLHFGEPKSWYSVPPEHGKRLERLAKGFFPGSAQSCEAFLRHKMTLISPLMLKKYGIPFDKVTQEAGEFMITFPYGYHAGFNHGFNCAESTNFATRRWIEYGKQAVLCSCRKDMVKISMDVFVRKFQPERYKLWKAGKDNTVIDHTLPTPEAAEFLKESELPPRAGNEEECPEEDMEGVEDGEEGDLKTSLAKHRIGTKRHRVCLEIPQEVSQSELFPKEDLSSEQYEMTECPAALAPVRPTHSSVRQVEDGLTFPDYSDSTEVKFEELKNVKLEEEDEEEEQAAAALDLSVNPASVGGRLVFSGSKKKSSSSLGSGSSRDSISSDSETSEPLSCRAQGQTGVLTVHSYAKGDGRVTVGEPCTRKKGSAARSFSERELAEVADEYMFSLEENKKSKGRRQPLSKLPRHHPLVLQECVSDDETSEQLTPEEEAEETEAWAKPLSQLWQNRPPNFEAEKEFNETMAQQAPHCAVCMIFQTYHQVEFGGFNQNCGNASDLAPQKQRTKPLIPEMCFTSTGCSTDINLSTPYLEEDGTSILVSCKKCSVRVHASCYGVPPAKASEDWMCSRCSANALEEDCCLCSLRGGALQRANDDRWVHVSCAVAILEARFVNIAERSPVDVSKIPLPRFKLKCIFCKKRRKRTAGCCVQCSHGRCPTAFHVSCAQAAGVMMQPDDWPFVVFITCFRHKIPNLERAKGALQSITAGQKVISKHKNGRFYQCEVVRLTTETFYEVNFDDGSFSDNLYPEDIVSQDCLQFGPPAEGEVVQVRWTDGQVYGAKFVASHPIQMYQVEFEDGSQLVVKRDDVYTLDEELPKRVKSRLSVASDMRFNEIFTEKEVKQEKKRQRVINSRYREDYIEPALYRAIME
Starred values were filed as active, the others as inactive; i = inactive; ? = inconclusive; . = not tested or not shown; & = joins results of further samples; [ ] = remark or other dose. Unless noted, calls follow the shape of the dose curve; as a rule, active = well fitted curve in the direction sought with a large enough effect; inconclusive = small, poorly fitted or top-dose-only effect, or another doubt; inactive = no such curve, though single readings can be large; an effect the other way counts as inactive or inconclusive. Potency is read from the fitted curve at half-maximal effect. A portion of the library. The share of hits here may be higher or lower than overall.

SMILES | G9a inh | BLM helicase inh | BAZ2B block | POLI inh | HP1b chromo inh | Pin1 inh | Tb PGK inh | GLS inh | JMJD2A Tudor inh
CCN(CC)S(=O)(=O)c1ccc(NN=C(C#N)C#N)cc1 | ? | -23% | ? | -8% | ? | 1% | -1% | 24% | ?
N=C1c2ccccc2CN1NC(=O)c1ccccc1 | ? | -1% | 12% | 35%[activator] | 35% | -5% | -7% | 2% | -19%
O=C(Cc1ccc(N(CCCl)CCCl)cc1)NC(Cc1ccc(Cl)cc1)C(=O)O (stereo not drawn) | ? | -2% | -9% | -5% | 45%[activator] | 14% | -8% | 26% | -10%
O=[N+]([O-])c1ccc(N2CCNCC2)cc1Sc1ccccn1 | 7%[59 µM] | -10% | -4% | -16% | 7% | -2% | -6% | 0% | -29%
COc1ccc(OC)c(C2C(C#N)=C(N)Oc3c2c(C)nn3-c2ccc(C)cc2)c1 (stereo not drawn) | 25µM* | -2% | 50µM* | 3% | ? | 4% | -4% | 34%[activator] | -18%[11.4 µM]
Cc1cccc(C)c1N1CCN(c2c(C)cccc2C)CC1 | 40µM* | 0% | 9% | 64%[activator] | 71%[activator] | 0% | i | 1% | 3%
COc1ccc(CC2NCC(O)C2OC(C)=O)cc1 (stereo not drawn) | . | 5% | . | 11% | 22% | 2% | -5% | 1% | -17%
COc1cc(OC)c(OC)cc1/C=C(\C#N)C(=O)NCc1cccs1 | 13% | -1% | -5% | 32%[activator] | 33% | 9% | 2% | 0% | -26%
C=CCn1c(C2CC2)n[nH]c1=S | 45µM* | -1% | -24% | 1% | 40%[activator] | 3% | -1% | 4% | ?
CC(=O)OC1(C)CC(C)C(=O)C(C(O)CC2CC(=O)NC(=O)C2)C1 (stereo not drawn) | . | . | . | 26% | 42%[activator] | 7% | -4% | -2% | -16%
FC(F)(F)c1cccc(NC2=NCCCS2)c1 | 18% | -5% | -2% | -10% | 15% | -4% | -1% | -3% | -17%
CC(C)N1C(=O)NC(=O)C2(Cc3cc([N+](=O)[O-])ccc3N(C)C2c2ccccc2)C1=O (stereo not drawn) | 16%[59 µM] | 0% | -38% | 11% | 2% | 3% | -1% | 9% | -31%
COc1cc(/C=C/c2nc3ccccc3c(=O)n2-c2cccc(O)c2)ccc1O | -27% | -6% | ? | 18µM* | 6% | ? | 13% | -19% | -18%
Cc1nn(CC(C)C)c(Cl)c1C(=O)O | -2% | 1% | . | 48%[activator] | 63%[activator] | -7% | i | -5% | 4%
CC(C)c1ccc(NC(=O)CCNC(=O)N2C[C@H]3C[C@@H](C2)c2cccc(=O)n2C3)cc1 | 3%[12.7 µM] | -2% | -2% | -4% | 19% | 4% | -4% | 8% | -13%
COc1ccc(OC)c(C(Nc2ccccc2)P(=O)(OC(C)C)OC(C)C)c1 (stereo not drawn) | ? | -6% | -11% | 99%[activator] | 19% | 2% | i | -10% | 0%
Cc1cc(C)[n+](C2C3CC4CC(C3)CC2C4)o1 (stereo not drawn) | 4%[59 µM] | 0% | 2% | 85%[activator] | 53%[activator] | 0% | 0% | -4% | -5%
O=C(CN1C(=O)CN=C(c2ccccc2Cl)c2cc(Cl)ccc21)NCc1ccco1 | ? | -2% | -36% | ? | 1% | 0% | i | -1% | -29%
Cc1cc(/C=C2/C(=O)NC(=O)N(Cc3ccco3)C2=O)c(C)n1-c1ccc(C(=O)O)cc1 | 35µM* | 3% | 56µM* | 14µM* | -8% | 19% | ? | 12% | -22%
CNC(=O)Oc1ccccc1OC(C)C | . | 2% | . | -29% | 52%[activator] | 0% | -4% | 6% | -10%
CCCCCCC(=O)N/N=C/c1c(O)n(C2CC2)c(=S)[nH]c1=O | 9% | -3% | ? | 7%[58.9 µM] | 41%[activator] | 7% | -5% | -11% | -16%
CSc1ncc(/C=C2/C(=O)NC(=O)N(c3ccc(C)cc3)C2=O)cn1 | 10µM* | 0% | -38% | 11% | -5% | 3% | 1% | 6% | -18%
CCc1cccc(NC(=O)Cn2c(=O)oc3cc(S(=O)(=O)N4CCOCC4)ccc32)c1 | -16% | 2% | 23% | 20% | 27% | -2% | -10% | 3% | -12%
CN(C)C1(CNC(=O)c2ccc(NS(=O)(=O)c3ccc(Cl)c(Cl)c3)cc2)CCCCC1 | 8%[12.7 µM] | . | 2% | 3% | 25% | ? | -5% | 8% | 8%
CCN(CC)C(=O)c1ccc(NC(=O)C2=C(C)OCCS2)cc1 | 16% | -3% | 9% | 27% | 32% | -5% | -1% | -1% | -4%

Three compounds picked at random from the list so far:
SMILES | G9a inh | BLM helicase inh | BAZ2B block | POLI inh | HP1b chromo inh | Pin1 inh | Tb PGK inh | GLS inh | JMJD2A Tudor inh
COc1ccc(CC2NCC(O)C2OC(C)=O)cc1 (stereo not drawn) | . | 5% | . | 11% | 22% | 2% | -5% | 1% | -17%
CC(C)c1ccc(NC(=O)CCNC(=O)N2C[C@H]3C[C@@H](C2)c2cccc(=O)n2C3)cc1 | 3%[12.7 µM] | -2% | -2% | -4% | 19% | 4% | -4% | 8% | -13%
CCN(CC)S(=O)(=O)c1ccc(NN=C(C#N)C#N)cc1 | ? | -23% | ? | -8% | ? | 1% | -1% | 24% | ?

Carrying on.
SMILES | G9a inh | BLM helicase inh | BAZ2B block | POLI inh | HP1b chromo inh | Pin1 inh | Tb PGK inh | GLS inh | JMJD2A Tudor inh
NC(=O)c1ccc(N=Cc2c(O)n(Cc3ccco3)c(=O)[nH]c2=O)cc1 | 40µM* | ? | ? | 11µM* | 119%[activator] | ? | ? | ? | ?
O=C(N/N=C/c1c(O)n(Cc2ccco2)c(=O)[nH]c1=O)c1ccccc1O | ? | -9% | ? | 28µM* | 7% | 1% | -11% | 0% | 79µM*
Cc1ccccc1-n1nc(C)c2c1NC(=O)CSC2c1ccc(N(C)C)cc1 (stereo not drawn) | -34%[59 µM] | -2% | 1% | -8% | 36% | 4% | . | 22% | -1%
COc1ccccc1OCC#CCN1CCCC(C)C1 (stereo not drawn) | . | -1% | 25µM* | 41%[activator] | ? | 0% | 5% | -1% | 11µM*
Cc1nccn1-c1c([N+](=O)[O-])c(=O)n(C)c2ccccc12 | 4%[12.7 µM] | -1% | -2% | 125%[activator] | 27% | 2% | -9% | 5% | -6%
CC1(C)CN(S(=O)(=O)OCC(Cl)(Cl)Cl)C(=O)N1 | 9% | 1% | 3% | -17% | 28% | 1% | -2% | -9% | 6%
N#CC1=C(N)Oc2c(c(=O)oc3ccccc23)C1c1ccc(OC(=O)N2CCOCC2)cc1 (stereo not drawn) | 13% | -5% | -8% | 40%[activator] | 22% | -4% | -5% | 1% | -1%
O=C(C(Cc1ccccc1)NS(=O)(=O)c1ccc(F)cc1)N1CCC2(CC1)OCCO2 (stereo not drawn) | -17% | 2% | -4% | -3% | 16% | 2% | -1% | 1% | -6%
O=c1c2ccccc2ncn1-c1ccc([N+](=O)[O-])c(C(F)(F)F)c1 | 1% | -1% | -7% | -7% | 12% | -5% | 0% | 4% | -5%
Nc1ccc(C(=O)N/N=C2/CN3CCC2CC3)cc1 | -18% | 1% | -1% | 12% | -1% | -4% | 3% | 12% | 89µM*
COc1ccc(-c2n[nH]c(=S)n2-c2ccc3c(c2)OCCO3)cc1OC | . | -7% | -10% | 15% | 8% | 0% | -7% | -15% | 3.2µM*
O=c1[nH]c2ccccc2s1 | ? | 5% | 7% | 7% | -13% | -6% | -1% | 1% | -15%
CCN(CC)S(=O)(=O)c1ccc(N=Cc2c(O)n(-c3ccccc3)c(=O)[nH]c2=O)cc1 | -4%[59 µM] | -1% | -19% | 5% | 38% | 12% | -9% | 7% | -6%
CCc1nccc2c1[nH]c1ccccc12 | 0%[12.7 µM] | . | 8% | -10% | 49%[activator] | -12% | -3% | -1% | 4%
CCC1(CCCC(=O)c2ccc(F)cc2)C(=O)NC(=S)NC1=O | 7%[59 µM] | 1% | 7% | 34% | 35% | 1% | -6% | 0% | -9%
COc1ccc(N2C(=O)C(Cl)=C(N3CCN(Cc4ccccc4)CC3)C2=O)cc1 | -39%[12.7 µM] | -8% | ? | 15% | -23% | 10% | -6% | -6% | ?
CCCCn1c(O)c(C=NC2CCCCC2N)c(=O)[nH]c1=O (stereo not drawn) | 4µM* | 0% | ? | -2% | 42%[activator] | 2% | -6% | 3% | -23%
CCCCn1c(O)c(C(C)=NCCc2ccccc2)c(=O)[nH]c1=O | -20%[12.7 µM] | -3% | 3% | -16% | 19% | -8% | -2% | -4% | 2%
Cc1ccc(/C=C/C(=O)C2C(=O)c3ccccc3C2=O)cc1 | ? | -7% | 12% | -9% | 22% | 5% | -8%[11.5 µM] | 15% | -12%
COc1ccc(CN2CCCC(C(=O)c3ccccc3SC)C2)cc1O (stereo not drawn) | -17% | -10% | ? | -17% | 3% | 7% | -9% | 23% | -26%
Cc1sc2c(c1C)C(c1ccc(C(C)(C)C)cc1)=NCC(=O)N2CC(=O)Nc1nccs1 | 58%[activator][59 µM] | -12% | ? | -9% | ? | 0% | i | -3% | -25%
CC(C)CC(N(C)C)C1(c2ccc(Cl)cc2)CCC1 (stereo not drawn) | -48%[2.33 µM] | -7%&3% | . | 21%&-12% | 15%&32% | -19%&-8% | -3%&-2% | 13%&15%&11% | -25%&-26%
CCOC(=O)C1(CCCc2ccccc2)CCN(C2CCC2)CC1 | 5% | -4% | -15% | 67%[activator] | 16% | -1% | 4% | 2% | -7%
COc1ccc(C2SCC(=O)Nc3c2c(=O)[nH]n3C2CCCCCC2)cc1OC (stereo not drawn) | -12% | 0% | 11% | -11% | 1% | 2% | i | -7% | -10%
CC(C)COc1ccc(C2(C#N)CC[N+](C)(C)CC2)cc1 | -3% | 1% | -25% | 12% | 21% | -3% | -11% | 3% | -9%
COc1ccccc1NC(=O)N(Cc1ccc2c(c1)OCO2)C1CCN(Cc2ccccc2)CC1 | ? | -5% | ? | -6% | -4% | -1% | -2% | -13% | ?
CCN(CC)c1ccc(N=Cc2c(O)n(-c3ccc(OC)cc3)c(=O)[nH]c2=O)cc1 | 50µM* | -1% | 0% | . | 10% | ? | i | 18% | 3%
